Keap1 Nrf2 FP: inhibitors of human Keap1-Nrf2 protein-protein interaction; Q14145; Keap1 Kelch-Nrf2 peptide fluorescence polarization, 1536-well; inhibition, % at 9.4 µM; actives 0.15% (n = 340,000); AID 504523; in the data active = inhibition above about 12%; inconclusive = no clear call, values can overlap the other calls; inactive = below about 7.3%;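 also: human Keap1 Kelch domain with fluorescein labeled Nrf2 9mer peptide probe; 0% = neutral control wells and 100% = peptide positive control; higher means more block of Keap1 binding to Nrf2 peptide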
RTF Ca sens inh: cardiac RTF calcium desensitization. AID 493244. IANBD-labeled cardiac RTF, Ca2+ fluorescence. inhibition, % at 7.15 µM. actives 0.12% (n = 340,000). P19429+P45379;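 active = inhibition above the mean inhibition of all tested compounds plus 3 SD, cut at about 17% in these data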;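 also: assay run at fixed EC70 calcium of 1.6 mM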
SR-BI DiI-HDL act: SR-BI HDL lipid transfer activation | CHO ldlA[mSR-BI] cells, DiI-HDL uptake fluorescence, 3 h; 100 = double the neutral-control signal | activation, % at 12.5 µM | actives 0.096% (n = 320,000) | AID 504775;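 active = mean replicate activation of at least 60% and every replicate at or above 60%; inconclusive = mean or all-replicate condition met, but not both; inactive = mean below 60% and not all replicates reaching 60%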;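 also: 0% = median plate neutral-control signal and 100% = twice that signal; values of inactives mirror those of a sister screen read the other way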
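System: CHO ldlA[mSR-BI] cells / Medium: HEPES-buffered (25 mM, pH 7.4) F12 plus 0.5% BSA / Probe or stimulus: labelled HDL, 10 µg/mL / Doses: single compound concentration, delivered by pin transfer / Schedule: 3 h, 37 °C / Measured by: DiI fluorescence, bottom read / Measure: cell-associated DiI fluorescence as measure of HDL uptake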
NSD2 inh: NSD2 (human) methyltransferase inhibition. O96028. NSD2 peptide methylation, AlphaScreen, 120 min. inhibition, % at 12.5 µM. actives 0.54% (n = 310,000). AID 743445; in the data active = inhibition above about 50%
Arrestin-AP2 inh: inhibitors of human beta-arrestin and AP2 interaction. FITC-arrestin peptide / GST-AP2 beads, flow cytometry; AP2 beta2 appendage carries R879A mutation. inhibition, % at 10 µM. actives 0.31% (n = 340,000);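 active = inhibition above a set limit, near 3 SD of compounds lacking own fluorescence, cut at about 54% in these data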;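 also: plate controls were DMSO wells for no effect and 5 µM unlabelled arrestin peptide for full effect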
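system = GST-tagged AP2 beta2-adaptin appendage (R879A) on 4 µm glutathione beads | reagent = FITC-labelled arrestin peptide probe, 50 nM final | schedule = compound with beads 12 min RT, then probe 1 h RT | signal = HyperCyt-sampled flow cytometry, FL1 channel, ex 488/em 535 nm | read-out = percent response from loss of bead-bound FITC fluorescence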
DAGLB inhibitor: blocks human DAGLB lipase activity. HEK293T DAGLB membrane lysate, EnzChek fluorogenic substrate. inhibition, % at 5.17 µM. actives 0.059% (n = 340,000). AID 504411; in the data active = inhibition above about 34%;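 also: 0% = enzyme with vehicle and 100% = wells lacking enzyme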
SR-BI DiI inh: blocks mouse SR-BI lipid uptake from DiI-HDL; Q61009; ldlA[mSR-BI] CHO cells, DiI-HDL uptake fluorescence, 3 h; inhibition, % at 12.5 µM; actives 0.96% (n = 320,000); AID 488896;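 active = mean replicate inhibition of at least 70% and a set share of replicates each scoring 70 or more; inconclusive = meets just one of the two criteria; inactive = fails both criteria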;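 also: 0% = median of neutral control wells and 100% = median of positive control wells; values of inactives mirror those of a sister screen read the other way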
Target sequence (Q61009 whole entry, looked up): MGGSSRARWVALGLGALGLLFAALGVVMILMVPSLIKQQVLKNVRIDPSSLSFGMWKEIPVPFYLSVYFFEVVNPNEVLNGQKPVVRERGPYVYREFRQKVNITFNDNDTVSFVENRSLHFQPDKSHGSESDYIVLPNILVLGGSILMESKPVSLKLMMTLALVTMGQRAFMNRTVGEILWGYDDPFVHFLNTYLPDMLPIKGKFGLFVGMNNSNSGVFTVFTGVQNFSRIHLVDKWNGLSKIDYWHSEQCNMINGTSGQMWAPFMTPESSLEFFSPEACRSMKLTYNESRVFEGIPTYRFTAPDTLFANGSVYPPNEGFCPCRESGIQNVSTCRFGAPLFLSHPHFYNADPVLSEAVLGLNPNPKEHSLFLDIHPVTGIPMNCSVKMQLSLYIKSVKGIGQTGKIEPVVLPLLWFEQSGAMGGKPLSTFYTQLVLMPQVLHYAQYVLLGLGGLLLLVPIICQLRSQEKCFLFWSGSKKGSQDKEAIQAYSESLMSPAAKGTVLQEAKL
C-LANA FP: inhibitors of KSHV LANA C-terminal domain DNA binding | MBP-C-LANA/FAM-LBS DNA binding, fluorescence polarization | inhibition, % at 9 µM | actives 0.078% (n = 340,000) | AID 504423;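 active = highest replicate inhibition at or above 60% at 9 µM, even if other replicates fall short; inactive = all replicates below 60% inhibition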;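 also: 0% = neutral control wells and 100% = 4 µM acridine orange control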
PKA-R2B act: activators of human PKA-R2B complex; activation, % at 11.4 µM; PKA-R2B holoenzyme dissociation, Cy5-IP20 fluorescence polarization; R2B truncated from residue 108, S112A mutant; 0% DMSO only, 100% 113 µM cGMP; AID 504700; actives 0.079% (n = 340,000);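 active = activation above a cutoff set at the mean over all compounds plus 3 SD, cut at about 18% in these data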;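 also: higher means more holoenzyme dissociation and a rise in polarization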
Target sequence (P31323 whole entry, looked up, other chains not shown, the tested form may be a part): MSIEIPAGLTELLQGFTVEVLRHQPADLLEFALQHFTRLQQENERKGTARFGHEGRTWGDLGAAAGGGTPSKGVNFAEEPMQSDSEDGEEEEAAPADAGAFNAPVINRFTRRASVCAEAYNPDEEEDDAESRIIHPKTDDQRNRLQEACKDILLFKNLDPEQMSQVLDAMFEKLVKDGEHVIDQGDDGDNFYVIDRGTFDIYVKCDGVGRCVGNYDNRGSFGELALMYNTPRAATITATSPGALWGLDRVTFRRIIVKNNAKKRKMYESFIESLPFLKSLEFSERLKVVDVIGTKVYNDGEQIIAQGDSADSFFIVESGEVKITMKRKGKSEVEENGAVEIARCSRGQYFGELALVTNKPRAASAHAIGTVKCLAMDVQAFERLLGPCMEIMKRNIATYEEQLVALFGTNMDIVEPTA
PvdQ inh: P. aeruginosa PvdQ acylase inhibition. actives 0.063% (n = 340,000). purified PvdQ acylase, fluorescence plate reader. inhibition, % at 10 µM. AID 488965; in the data active = inhibition above about 30%, passing the limit was not always enough; inconclusive = no clear call, values can overlap the other calls;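 also: 0% = vehicle neutral wells and 100% = reference inhibitor wells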
The depositor's hits bear a star; ? = inconclusive; . = not tested or not shown.

Preview, 7 compounds:
SMILES	Keap1 Nrf2 FP	RTF Ca sens inh	SR-BI DiI-HDL act	NSD2 inh	Arrestin-AP2 inh	DAGLB inhibitor	SR-BI DiI inh	C-LANA FP	PKA-R2B act	PvdQ inh
O=C(COc1cccc2ccccc12)N/N=C/c1ccc(Sc2nc3ccccc3s2)o1	1	-5	-30	-2	-2	-3	30	2.5	-4	-10
CC(Oc1ccccc1F)C(=O)NNC(=O)c1cccc(S(=O)(=O)N2CCN(C)CC2)c1 (centres undefined)	1	-9	-5	-2	1	2	5	-0.5	2	-12
Nc1nonc1-n1nnc(C(=O)N/N=C/c2ccco2)c1CSc1ccccc1	-5	-9	5	1	16	3	-5	-1.6	-8	9
CCCN1C=CC(=CC=C(C#N)C#N)C=C1	-102	-48	0	3	17	-11	0	-28	-4	25
NS(=O)(=O)c1ccc(NC(=O)CCCC(=O)O)cc1	-3	-5	36	-4	-9	1	-36	0.0	-2	-7
COC(=O)CNC(=O)C1CCCN1C(=O)OC(C)(C)C (centres undefined)	3	-6	-10	-1	-1	0	10	-1.2	7	-12
CCN(C(=O)CSc1nnc(-c2ccco2)n1Cc1ccccc1)C1CCS(=O)(=O)C1 (centres undefined)	-1	-13	9	2	12	-4	-9	-0.4	-7	3

This part in full, from the first entry:
SMILES	Keap1 Nrf2 FP	RTF Ca sens inh	SR-BI DiI-HDL act	NSD2 inh	Arrestin-AP2 inh	DAGLB inhibitor	SR-BI DiI inh	C-LANA FP	PKA-R2B act	PvdQ inh
O=C(COc1cccc2ccccc12)N/N=C/c1ccc(Sc2nc3ccccc3s2)o1	1	-5	-30	-2	-2	-3	30	2.5	-4	-10
CC(Oc1ccccc1F)C(=O)NNC(=O)c1cccc(S(=O)(=O)N2CCN(C)CC2)c1 (centres undefined)	1	-9	-5	-2	1	2	5	-0.5	2	-12
Nc1nonc1-n1nnc(C(=O)N/N=C/c2ccco2)c1CSc1ccccc1	-5	-9	5	1	16	3	-5	-1.6	-8	9
CCCN1C=CC(=CC=C(C#N)C#N)C=C1	-102	-48	0	3	17	-11	0	-28	-4	25
NS(=O)(=O)c1ccc(NC(=O)CCCC(=O)O)cc1	-3	-5	36	-4	-9	1	-36	0.0	-2	-7
COC(=O)CNC(=O)C1CCCN1C(=O)OC(C)(C)C (centres undefined)	3	-6	-10	-1	-1	0	10	-1.2	7	-12
CCN(C(=O)CSc1nnc(-c2ccco2)n1Cc1ccccc1)C1CCS(=O)(=O)C1 (centres undefined)	-1	-13	9	2	12	-4	-9	-0.4	-7	3
COc1cc(NC(=O)CN2CCN(c3ccccc3F)CC2)cc(OC)c1	-3	-6	9	1	32	-4	-9	2.1	-2	6
CCOc1cc(C2C(C(=O)N3CCCCC3)=C(C)NC3=C2C(=O)CC(C)(C)C3)ccc1O (centres undefined)	-2	1	28	-5	6	1	-28	-0.5	4	-3
CC(=O)c1cccc(NC(=S)N2CCC(Cc3ccccc3)CC2)c1	-1	-15	-12	-2	37	2	12	2.0	0	-5
CC(=O)NS(=O)(=O)c1ccc2c(c1)C(=O)c1cc(S(=O)(=O)NC(C)=O)ccc1-2	6	-19	.	0	8	-1	.	0.6	-3	-6
CCOC(=O)N1CCN(C(=O)c2cc3c(s2)-c2ccccc2OC3)CC1	-4	-13	11	.	9	-2	-11	0.4	-11	-26

Record cards, as listed above:
`CCN(C(=O)CSc1nnc(-c2ccco2)n1Cc1ccccc1)C1CCS(=O)(=O)C1` (centres undefined) reads Keap1 Nrf2 FP = -1; RTF Ca sens inh = -13; SR-BI DiI-HDL act = 9; NSD2 inh = 2; Arrestin-AP2 inh = 12; DAGLB inhibitor = -4; SR-BI DiI inh = -9; C-LANA FP = -0.4; PKA-R2B act = -7; PvdQ inh = 3
`CC(=O)c1cccc(NC(=S)N2CCC(Cc3ccccc3)CC2)c1` reads Keap1 Nrf2 FP = -1; RTF Ca sens inh = -15; SR-BI DiI-HDL act = -12; NSD2 inh = -2; Arrestin-AP2 inh = 37; DAGLB inhibitor = 2; SR-BI DiI inh = 12; C-LANA FP = 2.0; PKA-R2B act = 0; PvdQ inh = -5

Additional compounds
SMILES	Keap1 Nrf2 FP	RTF Ca sens inh	SR-BI DiI-HDL act	NSD2 inh	Arrestin-AP2 inh	DAGLB inhibitor	SR-BI DiI inh	C-LANA FP	PKA-R2B act	PvdQ inh
CC(C)OC(=O)CCc1nc2ccccc2[nH]c1=O	-4	-1	17	0	18	-1	-17	0.1	-1	-1
Cn1c(C(=O)NCCN2CCOCC2)cc2c(=O)n(C)c3ccccc3c21	-1	3	-36	.	32	2	36	-3.1	7	4
CCCCCC(=O)Nc1cc(S(=O)(=O)O)cc2cc(S(=O)(=O)O)cc(O)c12	0	67*	10	105*	50	0	-10	114*	14	5
S=C1c2ccccc2CN1c1ccccc1	2	5	30	6	6	-2	-30	2.2	-13	4
Cc1ccccc1-c1nc(Cc2ccccc2)no1	3	-9	-1	-3	1	-8	1	-0.1	-2	-3
C=CCC1C=C(C)CC(CC=C)N1 (centres undefined)	0	-4	9	-5	-14	1	-9	-0.1	2	-14
COc1cccc(CN(C)CC(=O)Nc2ccccc2C(=O)Nc2ccccc2)c1	-1	-5	-32	-3	-4	-5	32	-1.6	-1	8
CC(=O)c1ccc(NC(=O)C2CCCN(S(=O)(=O)c3cccc4nonc34)C2)cc1 (centres undefined)	-7	3	11	1	-14	-3	-11	-1.9	3	-13
Cc1nn(C(C)C(=O)Nc2ccc(Cl)cn2)c(C)c1[N+](=O)[O-] (centres undefined)	7	6	-4	-4	9	3	4	0.6	5	3
Cc1cccc(C2=NN(c3ccccc3)[C@@H](C(=O)N3CCOC3=O)[C@@H]2C)c1	-2	-1	-32	.	-3	2	32	1.0	-1	-11
Cc1nn2c3ccccc3n(CC(=O)c3cccs3)c2nc1=O	4	-4	0	0	0	1	0	0.0	-2	-16
COc1ccc(OCc2cc(C(=O)N3CCCN(C(C)=O)CC3)no2)c(Cl)c1	-1	-3	-1	2	-5	0	1	-0.5	-4	-8
CN(Cc1ccco1)C(=O)CSc1nc(C2CC2)n(-c2ccccc2)n1	-7	-6	16	2	-11	-2	-16	1.3	-20	-18
CCn1c(NCc2c[nH]c3ccccc23)nc2ccccc21	2	-4	-1	1	23	-1	1	1.1	-2	6
Cc1cccc(NC(=O)CSc2nnc(NC(=O)c3ccco3)s2)c1	-5	-18	31	0	-1	-3	-31	0.7	-5	-8
COc1ccc(OC)c(NC(=O)Cn2c(CCC(=O)O)ccc2-c2ccccc2)c1	-2	6	18	-1	26	2	-18	-1.4	-5	0
CCCCCCCCn1c(=O)c(C(=O)OCC)c(O)c2ccccc21	-4	-3	11	2	5	3	-11	4.4	4	-19
CC1=NN(c2ccccc2)C(=O)/C1=C\c1cc(C)n(-c2cccnc2)c1C	0	-6	-42	0	23	8	42	0.2	2	-4
CCOC(=O)CC1C(=O)NCCN1C(=O)c1cc2c(=O)n3cccc(C)c3nc2s1 (centres undefined)	-1	-13	18	.	5	3	-18	-1.0	13	-1
CCOC(=O)C1(C)Oc2cccnc2NC1=O (centres undefined)	-5	-5	5	0	0	0	-5	0.4	2	-15
CCC/C(=N/NC(=O)c1ccccc1Cl)c1ccccc1	-4	-5	-7	0	-17	2	7	-0.7	3	-14
CN(NC(=O)c1ccc(Cl)cc1Cl)C1=NS(=O)(=O)c2ccccc21	3	-1	12	.	3	3	-12	0.9	10	5
O=C(NCC1([N+](=O)[O-])CN(C(=O)c2ccccc2)CN(C(=O)c2ccccc2)C1)c1ccccc1	?	5	20	-3	5	2	-20	-4.9	2	-1
C/C(=N\NC(=O)c1c(Cl)cnn1C)c1cccc(NC(=O)C(C)C)c1	-1	-9	-15	-4	-1	-2	15	0.2	-1	-4
O=C(COC(=O)CCS(=O)(=O)c1ccccc1)Nc1cc(S(=O)(=O)N2CCCCC2)ccc1Cl	-3	-26	3	4	-4	1	-3	0.8	-5	-7
COc1cccc(C2CC(c3ccc(NS(C)(=O)=O)cc3)=NN2C(=O)c2ccccc2)c1OC (centres undefined)	-3	5	-10	-1	-13	-1	10	-1.4	5	-8
CCOC(=O)Nc1ccc(S(=O)(=O)N(C)C(C)C)cc1	2	-4	20	-2	1	-2	-20	1.7	-2	-12
CCOC(=O)N1CCC(NC(=O)c2ccc(CNS(=O)(=O)c3ccc(F)cc3)cc2)CC1	-4	-2	-26	-1	13	-1	26	-1.7	0	4
COc1cc(Cl)ccc1OCc1cc(C(=O)N[C@H]2CCCCNC2=O)no1	-5	-6	2	29	6	0	-2	-1.4	-3	-12
Cc1ccsc1/C=N/NC(=O)c1ccco1	0	-2	45	-2	-16	0	-45	0.3	2	-11
Cc1nn(C)c(Cl)c1CN1CCCC(CO)(Cc2ccccc2)C1 (centres undefined)	2	-4	15	-2	13	-3	-15	1.2	-2	1
CC(=O)c1c(C)[nH]c(C(=O)OCC(=O)N2CCc3ccccc32)c1C	4	-6	-41	-3	6	2	41	-1.7	-4	5
CCOC(=O)c1cnn(-c2ccccc2)c1NC(=O)c1ccccc1C	-3	0	18	.	24	-2	-18	-2.0	5	8
O=C(Nn1cnnc1)c1cc(-c2cccc(Br)c2)nc2ccccc12	-2	-7	1	16	-3	3	-1	1.7	2	-7
COc1ccc(NC(=O)CC#N)cc1OC	4	2	-5	-1	10	-3	5	-0.4	0	-10
Cc1cc(-n2c(C)cc(C(=O)CSc3[nH]c(=O)cc(C(F)(F)F)c3C#N)c2C)no1	6	-6	7	1	6	4	-7	0.8	-28	8
